GSIS activator = GLuc luminescence reporter in INS-1E cells, primary screen for activators of glucose-dependent secretion of insulin; INS-1E GLuc reporter insulin secretion, 2-3 h; activation, % at 16.6 µM; 370,000 tested, 0.61% active;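 active = lowest replicate activation of at least 40%, so every replicate reaches that level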;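 note: 0% = median of neutral control wells and 100% = median of IBMX positive control wells; some compounds called inactive have numbers as strong as hits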
ARNT-TACC3 inh = ARNT/TACC3 interaction disruption | AID 623870 | Q9Y6A5 | inhibition, % at 9.99 µM | AlphaScreen His-ARNT PAS-B/GST-TACC3 binding, luminescence; TACC3 fragment carries E629A point mutation | 390,000 tested, 0.66% active;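 active = mean inhibition of replicates at least 50% and at least half of replicates each reaching 50%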;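 note: 0% = complete ARNT plus TACC3 wells and 100% = ARNT alone without TACC3; many hits fall short of the cut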
RAD54 branch = inhibitors of human RAD54 branch migration | Q92698 | RAD54 Holliday junction branch migration, FAM/BHQ fluorescence | inhibition, % at 10.4 µM | 360,000 tested, 0.14% active | AID 602329;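 active = mean normalized replicate activity at least 40 and at least half of replicates scoring 40 or more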;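 note: 0% = median of neutral control wells and 100% = median of positive control wells; inhibitors cause a drop in the FAM fluorescence signal; in these data hits start at about 50%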
Target sequence (Q92698 whole entry, looked up): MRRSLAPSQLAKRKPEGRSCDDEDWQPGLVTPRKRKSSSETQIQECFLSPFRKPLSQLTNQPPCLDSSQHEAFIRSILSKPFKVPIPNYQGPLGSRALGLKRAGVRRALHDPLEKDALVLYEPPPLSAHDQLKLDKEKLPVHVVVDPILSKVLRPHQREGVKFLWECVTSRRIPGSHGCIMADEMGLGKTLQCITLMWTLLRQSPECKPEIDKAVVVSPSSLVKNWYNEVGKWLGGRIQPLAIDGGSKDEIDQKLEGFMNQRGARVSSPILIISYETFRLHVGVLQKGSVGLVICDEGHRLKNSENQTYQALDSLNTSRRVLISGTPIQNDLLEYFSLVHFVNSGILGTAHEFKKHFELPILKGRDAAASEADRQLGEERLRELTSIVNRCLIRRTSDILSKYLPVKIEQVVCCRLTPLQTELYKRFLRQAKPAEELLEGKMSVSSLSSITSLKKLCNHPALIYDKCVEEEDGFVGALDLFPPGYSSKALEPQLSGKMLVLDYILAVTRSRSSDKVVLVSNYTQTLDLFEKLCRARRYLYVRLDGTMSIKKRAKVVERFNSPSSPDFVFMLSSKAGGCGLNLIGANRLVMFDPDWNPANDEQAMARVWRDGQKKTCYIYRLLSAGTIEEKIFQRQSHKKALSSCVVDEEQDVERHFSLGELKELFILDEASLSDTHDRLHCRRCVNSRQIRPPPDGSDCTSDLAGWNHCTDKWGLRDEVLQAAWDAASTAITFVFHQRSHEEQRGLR
esBAF inh = SWI/SNF esBAF complex inhibition. mouse ES cells, Bmi1-luciferase knock-in reporter, 24 h; 100% = twice the neutral-well signal. reporter increase, % at 12.5 µM. 350,000 tested, 2% active. AID 602393; in the data active = activation above about 40%;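 note: 0% = median of the plate's neutral control wells and 100% = double that signal; a rise in the Bmi1 reporter signal indicates esBAF inhibition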
* marks the source's active call; other numbers are inactive results; nt = not tested or not shown. These rows are one share of the data (hit frequency here may not be typical).

SMILES | GSIS activator | ARNT-TACC3 inh | RAD54 branch | esBAF inh
CCNC(=O)CSc1nc2cc([N+](=O)[O-])ccc2n1-c1cccc(C(F)(F)F)c1 | -17.9 | -0.1 | 0.3 | nt
CCOC(=O)N1CCN(c2c(-c3ccccc3)c3cc(Cl)ccc3[nH]c2=O)CC1 | -1.3 | 7.8 | -1.0 | nt
CC(=O)n1cc(/C=N/NC(=O)c2sc(C)nc2C)c2ccccc21 | 1.1 | -17.3 | 3.9 | nt
O=C(O)COc1ccc(-c2nnn(CC(=O)O)n2)cc1 | 8.3 | -5.8 | -5.5 | nt
O=C(N/N=C/c1coc2ccccc2c1=O)c1cc2ccccc2o1 | 0.4 | 1.1 | -1.3 | nt
O=C(COC(=O)/C=C/c1ccccc1Cl)NCc1ccccc1 | 16.0 | -2.6 | -3.5 | nt
COC(=O)c1ccc(CSc2nnnn2C)o1 | -14.1 | -0.4 | -3.8 | nt
CCC(O)CNc1nc(SC)nc2sc3c(c12)CCN(C)C3 (stereo unspecified) | 18.9 | 2.0 | 13.1 | nt
CCOc1ncccc1C(=O)Nc1ccccc1C(=O)NCc1ccc2c(c1)OCO2 | -0.2 | 2.0 | 0.8 | nt
COc1cc(C2CC(=O)NC3=C2C(=O)CC(C)(C)C3)cc(OC)c1O (stereo unspecified) | 13.5 | -5.0 | -12.3 | nt
Cc1ccc2nc(C)c(C(=O)N/N=C/c3ccccc3[N+](=O)[O-])cc2c1 | -1.2 | 0.1 | -7.3 | nt
CCOC(=O)C(C)n1cnc2c(nnn2-c2ccc(OC)cc2)c1=O (stereo unspecified) | -3.8 | -6.6 | -4.7 | nt
CCCC/C(C)=N/NC(=O)CN(c1ccc(Br)cc1)S(=O)(=O)c1ccccc1 | -4.0 | -6.1 | 8.2 | nt
Cc1ccc2nc(N3CCN(Cc4nnnn4C4CCCC4)CC3)c(C#N)cc2c1 | -5.4 | -10.8 | 1.5 | nt
COCCCNC(=O)CCCn1c(=O)[nH]c2ccccc2c1=O | 4.0 | -2.1 | 0.5 | nt
ClCc1csc(-c2ccc(Cl)cc2)n1 | 4.2 | -25.3 | 1.1 | nt
CCn1c(SCCN2CCCCC2)nnc1-c1ccc(S(=O)(=O)N2CCOCC2)cc1 | 16.0 | -3.6 | 0.0 | nt
COc1ccc([N+](=O)[O-])cc1NC(=O)Cn1ccsc1=N | 27.3 | -3.5 | 1.7 | nt
Cc1cccc(NC(=S)/N=C(\N)Nc2nc(C)c3ccc(C)cc3n2)c1 | -18.5 | -3.9 | -4.7 | nt
Cc1cccc(OCCNc2cc(N3CCN(C)CC3)ccc2[N+](=O)[O-])c1 | -1.9 | 2.1 | 15.8 | nt
CCCc1nnc(NC(=O)c2ccc([N+](=O)[O-])cc2)s1 | -12.7 | -5.6 | 0.0 | nt
CCCN1Cc2cccc(C(=O)Nc3ccc(-c4nc5ccccc5[nH]4)cc3)c2C1=O | 39.6 | -2.3 | 0.1 | nt
CCOc1ccc2c(c1)OC(c1ccc(C)cc1)(C(F)(F)F)NC2=O (stereo unspecified) | -11.5 | -10.9 | 1.2 | nt
NC(=O)C(=O)NN=C1CCC(c2ccccc2)CC1 (stereo unspecified) | 6.4 | -0.7 | 5.2 | nt
COc1ccc(CC(=O)OCN2C(=O)c3ccccc3C2=O)cc1 | -0.7 | -5.7 | -4.7 | nt
COc1ccc(NC(=S)N(CCCN2CCN(C)CC2)Cc2cccs2)cc1 | 2.1 | 84.6* | -5.9 | nt
COc1ccccc1N1CCN(C(=O)COc2ccc(Cl)cc2)CC1 | -13.5 | -9.5 | -13.4 | nt
Cc1onc(-c2ccccc2Cl)c1C(=O)Nc1cccc(-c2nc3ncccn3c2C)c1 | -18.3 | -4.6 | 4.4 | nt
COc1ccc(CCn2nnnc2C(C(C)C)N2CCN(c3ncccn3)CC2)cc1OC (stereo unspecified) | 9.2 | 3.1 | -8.2 | nt
O=C(Nc1ncc(Cc2cccc(Cl)c2)s1)C1CCCO1 (stereo unspecified) | -16.3 | 4.2 | 3.9 | nt
O=C(Nc1nccs1)c1ccc(CSc2nnnn2-c2ccccc2)cc1 | -45.4 | 26.6 | -2.1 | nt
O=C(CCCNS(=O)(=O)c1cccc2nsnc12)NCc1ccc(F)cc1 | 2.3 | -1.3 | -6.4 | nt
O=C(Nc1ccc(N2CCOCC2)cc1)c1cc(F)c(F)cc1Cl | 4.7 | -4.7 | 11.4 | nt
Cc1ccccc1N1C(=O)C(Cl)=C(N2CCN(c3ccccc3)CC2)C1=O | -22.6 | 13.5 | -1.7 | nt
Clc1ccc(CO/N=C2\CCCc3nonc32)cc1 | 1.9 | 2.3 | -4.8 | nt
O=C(CSc1nnc(-c2cccs2)o1)Nc1cccc(S(=O)(=O)N2CCCCC2)c1 | -14.5 | 8.1 | -3.6 | nt

Of the compounds above, these have an aryl thioether with sulfur outside any ring.
SMILES | GSIS activator | ARNT-TACC3 inh | RAD54 branch | esBAF inh
CCNC(=O)CSc1nc2cc([N+](=O)[O-])ccc2n1-c1cccc(C(F)(F)F)c1 | -17.9 | -0.1 | 0.3 | nt
COC(=O)c1ccc(CSc2nnnn2C)o1 | -14.1 | -0.4 | -3.8 | nt
CCC(O)CNc1nc(SC)nc2sc3c(c12)CCN(C)C3 (stereo unspecified) | 18.9 | 2.0 | 13.1 | nt
CCn1c(SCCN2CCCCC2)nnc1-c1ccc(S(=O)(=O)N2CCOCC2)cc1 | 16.0 | -3.6 | 0.0 | nt
O=C(Nc1nccs1)c1ccc(CSc2nnnn2-c2ccccc2)cc1 | -45.4 | 26.6 | -2.1 | nt
O=C(CSc1nnc(-c2cccs2)o1)Nc1cccc(S(=O)(=O)N2CCCCC2)c1 | -14.5 | 8.1 | -3.6 | nt

Next compounds follow:
SMILES | GSIS activator | ARNT-TACC3 inh | RAD54 branch | esBAF inh
COc1cc(/C=C(/C#N)C(=O)NCCc2c[nH]c3ccccc23)ccc1OCc1ccccc1F | 9.4 | 2.3 | nt | 5.8
COc1cccc(NC(=O)C(NC2CCCC2)c2ccccc2)c1 (stereo unspecified) | -13.3 | 2.7 | nt | -2.1
Cc1cc(C)n(-c2nc(SCCN(C)C)c3c4c(sc3n2)CCCC4)n1 | -14.6 | 12.8 | nt | 6.4
O=C(CSc1ncccn1)NCc1ccccc1Cl | 17.0 | -15.8 | nt | 5.4
O=C(c1csc2ccccc12)N1CCCCCC1 | -16.4 | -2.1 | nt | -0.9
CCCC(=O)Nc1ccc(N2CCN(C(=O)c3cccs3)CC2)cc1 | -0.2 | -6.1 | nt | 0.2
CCc1c(C)sc(NC(=O)c2cccs2)c1C(=O)OC(C)C | 16.8 | -15.7 | nt | -3.1
CCOc1cc(/C=N/NC(=O)Cc2ccc(C(F)(F)F)cc2[N+](=O)[O-])c(Br)cc1OC | -4.1 | -9.4 | nt | -3.2
COC(=O)c1ccc(COc2cccc(OC)c2)o1 | 2.4 | 2.1 | nt | 30.8
CC(=O)c1ccc(NC(=O)CSCCO)cc1 | 21.6 | 1.6 | nt | 27.1
O=C(NCc1ccco1)c1cc2sccc2n1Cc1ccc(F)cc1 | -12.7 | 1.2 | nt | -4.7
Cc1ccc2[nH]cc(CCNC(=O)Nc3ccccc3)c2c1 | -14.4 | 3.5 | nt | -4.9
CCC(=O)c1ccc(OCc2ccccc2)c(OC)c1 | 8.4 | -26.4 | nt | 94.7*
Cn1nnnc1SCc1c(F)cccc1F | 24.4 | -4.0 | nt | -0.6
COc1cc(C(=S)N2CCCC2)cc(OC)c1O | 0.9 | -4.4 | nt | -8.1
CCOC(=O)c1c(NC(=O)CCN2C(=O)c3ccccc3C2=O)sc(C(=O)OC(C)C)c1C | 12.1 | -11.1 | nt | -3.0
CCCCn1c2nc3ccccc3nc2c2c(=O)n(CCC(C)C)cnc21 | -10.4 | -9.6 | nt | -5.9
CC(C)(C)c1cnnn1-c1ccc(C=O)cc1 | -2.4 | -1.2 | nt | -1.0
O=C(O)c1ccc2oc(SCC(=O)N3CCCCC3)nc2c1 | 12.3 | -0.8 | nt | 59.4*
O=C(CSc1nc(-c2ccccc2)c(-c2ccccc2)[nH]1)NCc1ccco1 | -31.7 | -13.6 | nt | -13.0
CCc1ccccc1NC(=O)/C(C#N)=C\c1ccc(Sc2ccccc2)o1 | -21.3 | 9.4 | nt | 1.6
O=C(N1CCOCC1)N1CCN(c2ccc(F)cc2)CC1 | 22.9 | -7.0 | nt | -6.9
CCOc1ccccc1N1CCN(C(=O)Nc2cccc(Cl)c2)CC1 | -18.2 | -4.8 | nt | 13.3
CC(C)(C)c1cc(NCCCn2ccnc2)n2ncc(-c3ccc(Cl)cc3)c2n1 | 817.1* | 1.2 | nt | 27.0
CCn1cnc2sc(-c3ccccc3)cc2c1=O | 23.9 | -8.4 | nt | 48.7*
Cc1c(C(=O)O)oc2ccc(S(=O)(=O)NCc3ccc(F)cc3)cc12 | 23.9 | -15.0 | nt | -1.6
CCOc1ccc(-n2c(=O)cc(N3CCN(c4ccccc4)CC3)[nH]c2=O)cc1 | -5.4 | -2.7 | nt | -4.1
C=CCNC(=S)NNc1ncnc2sc3c(c12)CC(C)(C)OC3 | 26.5 | -4.0 | nt | -9.4
COc1ccc(/C(C)=C2\SC(=S)N(CCC(=O)O)C2=O)cc1 | -11.2 | 6.7 | nt | -3.8
O=C(N/N=C/c1cccnc1)c1ccc([N+](=O)[O-])cc1 | -6.9 | -34.8 | nt | 0.0
Cc1nn(C(C)C(=O)O)c2ccccc12 (stereo unspecified) | 4.1 | -1.7 | nt | -1.0
CC(C(=O)NCc1ccc2c(c1)OCO2)N1c2cccc3cccc(c23)S1(=O)=O (stereo unspecified) | -9.4 | -1.4 | nt | -1.2
O=C(Nc1cccs1)Nc1ccccc1Cl | -27.4 | 20.9 | nt | 44.1*
O=C(NCc1ccccc1)NC(=O)c1ccncc1 | 18.7 | -15.9 | nt | -1.9
CCC(=O)NC(c1ccc([N+](=O)[O-])cc1)c1c(O)ccc2ccccc12 (stereo unspecified) | -20.8 | -1.0 | nt | 0.1
CCOC(=O)c1sc(-c2ccc(F)cc2)cc1N | -14.1 | 1.9 | nt | 56.6*
O=C(Nc1nnc(-c2ccccc2Cl)o1)c1cccnc1 | 15.9 | 53.9* | nt | 15.2
COC(=O)c1sccc1NC(=S)N1CCC(C)CC1 | 4.3 | 0.1 | nt | 0.8
CCCC/C(O)=C1\C(=O)CC(C)(C)CC1=Nc1ccc(OC)cc1 | -8.5 | 1.3 | nt | 6.0
Cc1c(NC(=O)/C=C/c2cn(-c3ccccc3)nc2-c2ccccc2)c(=O)n(-c2ccccc2)n1C | -25.5 | 1.0 | nt | 8.3
CCOC(=O)Cc1csc(NC(=O)c2cccc(N3C(=O)CCC3=O)c2)n1 | 0.7 | -2.9 | nt | 7.1
CCOC(=O)C1CCCN(Cc2ccccc2OCC)C1 (stereo unspecified) | -1.2 | 6.6 | nt | -0.9
CCc1ccc(S(=O)(=O)NC(CC(=O)O)c2ccccc2)cc1 (stereo unspecified) | -7.1 | -5.4 | nt | -3.4
COc1cc(Cn2cnnn2)ccc1O | -4.1 | -7.4 | nt | -5.5
C/C(=N\Nc1cc(-c2ccccc2)nc(-c2ccc(Br)cc2)n1)c1cccc(N)c1 | -27.9 | 11.9 | nt | 8.7
N#Cc1cc(-c2ccccc2)cnc1Cl | 8.7 | -5.3 | nt | -1.2
CCC(=O)OCc1cc2cccc(C)c2[nH]c1=O | 8.3 | 0.3 | nt | -1.9
Cc1ccccc1CN1C(=O)C(O)(CC(=O)c2ccncc2)c2ccccc21 (stereo unspecified) | -12.8 | -7.8 | nt | -2.6
CCNc1nc(CC)nc2c1oc1ccccc12 | 81.3* | -0.4 | nt | -7.8
Cc1cc(C)cc(NS(=O)(=O)c2ccc3oc(=O)ccc3c2)c1 | -6.6 | 27.6 | nt | -0.4
COc1ccc(S(=O)(=O)NCCC(C)C)cc1C | -4.5 | 0.5 | nt | 0.3
Cc1ccc(Oc2ccc(NC(=O)Cn3ccsc3=N)cc2)cc1 | -13.6 | 7.2 | nt | 5.3
O=C(Nc1cnccn1)c1ccncc1 | 7.8 | -4.2 | nt | -3.5
O=C1N=C(N2CCOCC2)CS1 | 17.6 | -2.7 | nt | 0.8
c1ccc(Cn2nnc3c(Nc4ccc5c(c4)OCO5)nc(C4CC4)nc32)cc1 | 54.4 | -4.1 | nt | 9.2
O=C(Nc1ccc(Cc2ccncc2)cc1)c1ccco1 | 8.8 | -4.2 | nt | 35.6
Cc1c(CCC(=O)O)c(=O)oc2cc3occ(-c4ccc(F)cc4)c3cc12 | -6.2 | 37.7 | nt | -0.2
CCOC(=O)c1cnc2c(OC)cccc2c1Nc1ccc2c(c1)OCCO2 | 1.9 | -14.4 | nt | -22.9
CN(C(=O)CSc1ccccc1C(=O)O)C1CCCCC1 | -0.8 | -6.4 | nt | -3.3
O=C(CSc1nc2ccccc2o1)N1CCN(c2ccc(Cl)cc2)CC1 | -9.3 | -4.3 | nt | 1.9
COC(=O)c1ccc2c(=O)n(NC(C)=O)c(=S)[nH]c2c1 | 16.5 | -18.5 | nt | -4.6

High-throughput results (PubChem)
